# Source: PubChem BioAssay
# GPR151 activ: activates the human receptor GPR151. Q8TDV0. PathHunter beta-arrestin GPR151 cells, luminescence. activation, % at 11.2 µM. actives 1% (n = 650,000). AID 1508602; in the data active = activation above about 4.9%;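 also: 0% = median of compound wells and 100% = cells with positive control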
# Target sequence (Q8TDV0 whole entry, looked up): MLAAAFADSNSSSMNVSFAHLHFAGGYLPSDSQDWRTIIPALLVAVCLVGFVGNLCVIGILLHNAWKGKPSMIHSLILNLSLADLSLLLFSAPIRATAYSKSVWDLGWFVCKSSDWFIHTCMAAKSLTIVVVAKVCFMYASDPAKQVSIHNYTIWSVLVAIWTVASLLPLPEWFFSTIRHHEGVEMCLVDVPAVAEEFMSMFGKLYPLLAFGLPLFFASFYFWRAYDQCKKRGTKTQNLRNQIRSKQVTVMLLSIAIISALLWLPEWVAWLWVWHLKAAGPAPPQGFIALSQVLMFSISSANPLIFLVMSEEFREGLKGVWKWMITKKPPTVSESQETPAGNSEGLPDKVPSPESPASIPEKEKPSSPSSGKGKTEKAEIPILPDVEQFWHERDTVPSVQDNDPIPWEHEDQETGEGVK
# MITF inh: human MITF inhibition, primary screen. O75030. AlphaScreen MITF homodimerization, bead proximity signal. inhibition, % at 2.6 µM. actives 0.91% (n = 650,000). AID 1259374; in the data active = inhibition above about 50%;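 also: 0% = vehicle wells with protein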
# Target sequence (O75030 whole entry, looked up): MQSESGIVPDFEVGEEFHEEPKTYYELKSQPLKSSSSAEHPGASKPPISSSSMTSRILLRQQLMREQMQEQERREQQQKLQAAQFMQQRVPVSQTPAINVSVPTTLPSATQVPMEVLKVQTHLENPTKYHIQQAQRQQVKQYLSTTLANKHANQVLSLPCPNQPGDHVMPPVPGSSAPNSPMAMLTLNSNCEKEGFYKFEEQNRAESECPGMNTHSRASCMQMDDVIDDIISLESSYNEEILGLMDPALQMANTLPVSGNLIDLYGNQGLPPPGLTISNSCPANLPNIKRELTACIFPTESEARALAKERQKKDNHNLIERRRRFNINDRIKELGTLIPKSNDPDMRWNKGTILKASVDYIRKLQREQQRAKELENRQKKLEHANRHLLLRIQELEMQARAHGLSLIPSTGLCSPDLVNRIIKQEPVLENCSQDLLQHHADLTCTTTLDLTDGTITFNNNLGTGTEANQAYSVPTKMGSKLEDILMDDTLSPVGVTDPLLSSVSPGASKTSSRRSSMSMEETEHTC
# TEAD-YAP inh: TEAD-YAP interaction inhibition | HEK-TIYL cells, TEAD-Gal4/YAP UAS-luciferase luminescence | actives 1.4% (n = 640,000) | AID 1259422 | inhibition, % at 9.12 µM; in the data active = inhibition above about 32%;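 also: 0% = median of test compound wells and 100% = reference inhibitor wells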
# FBW7 activator: activators of human E3 ligase FBW7; Q969H0; AlphaScreen FBW7–phospho-cyclin E peptide binding, activator screen; normalized activity (activation), % at 26.1 µM; actives 0.13% (n = 650,000); in the data active = normalized activity above about 1.9%;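 also: purified mutant Fbw7 with reduced substrate affinity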
# An asterisk follows results filed as active; & = joins results of further samples.
SMILES,GPR151 activ,MITF inh,TEAD-YAP inh,FBW7 activator
O=C(CCOc1ccccc1)Nc1ccccc1F,4.8,0,-17,-0.1
COC(=O)N/N=C/c1ccc(-c2ccccc2)o1,-1.0,-13,-16,0.1
Nn1c(SCC(=O)Nc2ccc(S(N)(=O)=O)cc2)nnc1C(F)(F)F,0.9,-11,-2,-0.1
CCN(CC(=O)Nc1ccccc1C(F)(F)F)S(=O)(=O)c1ccc(C)cc1,1.9,10,12,0.0
O=C(Nc1cccc2ncccc12)c1cccc(F)c1,-0.5,-1,-5,-0.5
C[C@H]1NC(=O)[C@@H]2C[C@H](NC(=O)Oc3ccccc3)CN2C1=O,-1.3,-16,-2,0.1
Cc1ccc(-c2nc3ccccc3c(=O)o2)cc1[N+](=O)[O-],-10,25,-34,0.5
NS(=O)(=O)c1cc(C(=O)OCC(=O)NC2CC2)ccc1Cl,1.8,10,-2,0.1
C(=N\c1nc2c(s1)CCCC2)/N1CCCC1,-6.2,14,-55,0.1
O=C1CC(c2ccccc2)CN1C(=O)c1ccccc1Cl (stereo not drawn),-0.9,10,-5,0.5
CC(=O)c1ccc(NC(=O)C2CCCN2S(=O)(=O)c2cccc3cccnc23)cc1 (stereo not drawn),0.8,0,-1,-0.2
O=C(NCCc1nnc2n1CCN(Cc1cccc(Cl)c1)CC2)C1CCC1,0.7,9,-10,0.0
CC(C)CCNC(=O)CC(NS(=O)(=O)c1ccc(Br)cc1)c1cccs1 (stereo not drawn),0.3,-6,5,0.1
COc1ccccc1NC(=O)CC12CC3CC(C1)CC(n1nnc(C)n1)(C3)C2,-0.1,-4,-9,-0.3
CCOC(=O)c1ccccc1NC(=O)CN(c1cc(Cl)ccc1Cl)S(C)(=O)=O,-1.2,21,-3,0.7
Cc1[nH]ncc1-c1ccc(NC(=O)Nc2cccc(C(=O)NC(C)C)c2)cc1,-1.1,-1,2,-0.2
CC(C)Cn1c(=O)c(C(=O)Nc2cnccn2)c(O)c2ccccc21,1.0,9,12,-0.1
CCCCc1ccc(-c2nc(C=Nc3ccc(I)cc3C)c(O)o2)cc1,-0.2,4,-6,0.1
Cc1ccc(NC(=O)C(=O)NCCCn2ccnc2)cc1C,-0.1,9,-15,0.0
CC(C)Cc1cc(C(=O)N2CCC[C@@H]3CN(C(=O)c4ccncc4)CC[C@H]32)n[nH]1,2.0,-3,-5,0.0

# 14 entries already listed, arranged by molecular weight, descending.
SMILES,GPR151 activ,MITF inh,TEAD-YAP inh,FBW7 activator
CC(C)CCNC(=O)CC(NS(=O)(=O)c1ccc(Br)cc1)c1cccs1 (stereo not drawn),0.3,-6,5,0.1
CCOC(=O)c1ccccc1NC(=O)CN(c1cc(Cl)ccc1Cl)S(C)(=O)=O,-1.2,21,-3,0.7
CC(=O)c1ccc(NC(=O)C2CCCN2S(=O)(=O)c2cccc3cccnc23)cc1 (stereo not drawn),0.8,0,-1,-0.2
CCN(CC(=O)Nc1ccccc1C(F)(F)F)S(=O)(=O)c1ccc(C)cc1,1.9,10,12,0.0
Nn1c(SCC(=O)Nc2ccc(S(N)(=O)=O)cc2)nnc1C(F)(F)F,0.9,-11,-2,-0.1
O=C(NCCc1nnc2n1CCN(Cc1cccc(Cl)c1)CC2)C1CCC1,0.7,9,-10,0.0
COc1ccccc1NC(=O)CC12CC3CC(C1)CC(n1nnc(C)n1)(C3)C2,-0.1,-4,-9,-0.3
CC(C)Cn1c(=O)c(C(=O)Nc2cnccn2)c(O)c2ccccc21,1.0,9,12,-0.1
NS(=O)(=O)c1cc(C(=O)OCC(=O)NC2CC2)ccc1Cl,1.8,10,-2,0.1
Cc1ccc(NC(=O)C(=O)NCCCn2ccnc2)cc1C,-0.1,9,-15,0.0
Cc1ccc(-c2nc3ccccc3c(=O)o2)cc1[N+](=O)[O-],-10,25,-34,0.5
O=C(Nc1cccc2ncccc12)c1cccc(F)c1,-0.5,-1,-5,-0.5
O=C(CCOc1ccccc1)Nc1ccccc1F,4.8,0,-17,-0.1
COC(=O)N/N=C/c1ccc(-c2ccccc2)o1,-1.0,-13,-16,0.1

# More results
SMILES,GPR151 activ,MITF inh,TEAD-YAP inh,FBW7 activator
COc1cc(C(=S)N2CCCCC2)ccc1OCc1ccccc1,0.4,-1,-25,-0.5
Cc1cc(OCC(=O)O)c(C(C)C)cc1Cl,0.1,3,10,-0.2
O=C(NNC1=NCCC1)c1cc(-c2ccc(F)cc2)nc2ccccc12,-1.4,21,-11,-0.1
Cc1cccc(C)c1-n1c(SCc2nc3ccccc3[nH]2)nc2c(sc(=S)n2CCc2ccccc2)c1=O,-0.9,2,-3,-0.1
CCS(=O)(=O)Nc1ccc(-c2cn3ccsc3n2)cc1,0.0,-2,-26,-0.2
COc1cc(/C=C/C(=O)OC/C(O)=C(\C#N)c2nc3ccccc3[nH]2)cc(OC)c1OC,0.0,-2,-3,-0.1
Cc1cc(C(=O)c2cnc(/N=C/N(C)C)s2)c(F)cc1Cl,-1.2,-14,-9,-0.1
Cc1cc2cc(CNC(=S)NC(C)(C)C)ccc2[nH]1,0.0,4,9,0.0
CC(C)CCN1C(=O)c2ccc(C(=O)NC3CCCCC3)cc2C1=O,-0.8,18,15,0.2
CC(=O)C(C)Oc1ccc2c(C(F)(F)F)cc(=O)oc2c1 (stereo not drawn),2.2,12,-1,0.1
O=C(Nc1ccc2c(c1)OCO2)C1CCCCN1S(=O)(=O)c1ccc(Cl)s1 (stereo not drawn),-0.1,-6,3,-0.1
COc1ccc(NC(=O)Cn2nnc(C(=O)NCc3ccc(F)cc3)c2N)c(OC)c1,-0.4,16,13,0.1
O=c1c2ccccc2nc(/C=C/c2ccc(OCc3ccc(Cl)c(Cl)c3)cc2)n1-c1cccc(F)c1,0.6,15,-3,0.0
NC(=O)CSc1nnc(Nc2ccccc2F)s1,-8.9,17,-10,0.3
N#Cc1cccc(C[C@H](N)c2nc3ccc(-c4ccncc4)cc3[nH]2)c1,0.4,9,8,-1.1
CCC(Sc1nc(=O)cc(N)n1CCc1ccccc1)C(=O)Nc1ccccc1C#N (stereo not drawn),-0.1,11,10,0.0
O=C(Nc1cccc(Cl)c1)c1cc(S(=O)(=O)N2CCC3(CC2)OCCO3)ccc1F,-0.3,8,10,0.1
O=C(N/N=C\c1cc([N+](=O)[O-])ccc1N1CCCC1)c1ccccn1,-2.0,2,-32,-0.1
CCC(=O)Nc1ccc(C2=NNC(=NCC3CCCO3)SC2)cc1 (stereo not drawn),-0.8,8,-16,0.0
Cc1ccc(C2/C(=C(/O)c3ccc(Br)cc3)C(=O)C(=O)N2CCCN(C)C)cc1 (stereo not drawn),0.1,14,1,0.1
O=S(=O)(NCc1cccnc1)c1cccc2nsnc12,0.1&-2.0,6&0,4&0,-0.1&0.0
COc1ccc(OC)c(S(=O)(=O)Nc2ccc(O)c3ccccc23)c1,-0.6,1,2,-0.5
COc1ccccc1OCC(=O)Nc1cc(C(=O)Nc2ccccc2C(=O)O)ccc1C,-0.7,4,1,-0.3
COc1ccccc1C(=O)CC(=O)C(=O)Nc1ccc(C)cc1Cl,-0.7,15,7,-0.1
O=C(O)c1cc(-c2ccc(Br)cc2)nc2ccccc12,-0.2,0,-7,0.0
CCc1cc(CNCc2ccc(OCC(O)CN(C)Cc3ccccc3)cc2)on1 (stereo not drawn),-1.6,8,-3,0.2
COc1ccc(/C=C2\SC(=N)N(C)C2=O)cc1OC,0.0,9,-8,0.0
CN1/C(=C2/SC(=Nc3ccc(C4CCCCC4)cc3)N(c3ccccc3)C2=O)Sc2ccccc21,0.4,-1,5,0.1
CC1CCN(S(=O)(=O)c2cccc(C(=O)Nc3ccccn3)c2)CC1,-0.5,6,8,-0.1
CC1(C)CC(=O)C=C(NCc2ccccc2)C1,-0.7,1,-6,0.0
Cc1ccc(Nc2nc(-c3ccc([N+](=O)[O-])cc3)nc3ccccc23)cc1C,-1.1,29,-3,0.2
CCCCc1ccc(-c2nc(/C=N/c3nccs3)c(O)o2)cc1,0.7,7,-1,0.1
CC(N)c1cccc(S(N)(=O)=O)c1 (stereo not drawn),0.3,-7,-1,0.6
CN(Cc1nc(-c2ccccn2)no1)CC1CCCCO1 (stereo not drawn),-0.7,8,-39,-0.1
OCCCn1c(-c2ccccc2)cc(=S)c2c1CCCC2,2.0,8,-2,0.0
COC(=O)c1ccc(C(=O)OC)c(NS(=O)(=O)c2ccc(Br)s2)c1,-1.3,4,-5,-0.2
CC(c1ccccc1)C1C(C#N)=C(N)SC(N)=C1C#N (stereo not drawn),-0.7,-8,2,-0.1
CC(Oc1ccccc1)C(=O)Nc1ccc(N(C)C)cc1 (stereo not drawn),-0.9,-5,1,-0.2
O=C(O)Cc1ccc(NCc2cccs2)cc1,-1.5,15,-1,0.4
Cc1ccc2nc(-c3ccc(NC(=O)CSCC(=O)O)cc3)sc2c1,-2.7,8,-2,-0.2
CC(=O)NCCn1c(SCC(=O)NC2CCCC2)nc2ccccc2c1=O,-1.3,18,-2,0.4
CC(C)(C)C1CCc2c(sc3nc(-c4ccccc4F)oc(=O)c23)C1 (stereo not drawn),0.6,9,7,0.1
O=C1CCCN1CCn1cnc2c(NC3CC3)nc(N3CCCC3CO)nc21 (stereo not drawn),1.4,2,2,0.3
COc1ccc(CCC(=O)Nc2sc3c(c2C(N)=O)CCC(C)C3)cc1 (stereo not drawn),0.0,3,8,-0.4
O=C(NC1CC1)c1ccc(-c2ccc(C(=O)Nc3ccc(N4CCOCC4)cc3)s2)cc1,0.2,14,-20,0.0
COc1ccc(N2CCN(CC(=O)Nc3ccc(C(N)=O)cc3)CC2)cc1,-0.4,9,-6,0.0
CCOC(=O)C1=NN(c2ccccc2)C(=O)/C1=C\c1cc(OC)c(O)c(OC)c1,0.6,10,-1,-0.1
O=C(N1CCN(c2ccc([N+](=O)[O-])cc2)CC1)N1c2ccccc2Sc2ccccc21,-1.7,-10,-8,0.5
O=C1c2cccc3cccc(c23)C(=O)N1CCc1ccc(Cl)cc1,1.9,4,-9,-0.2
Cc1ccc2c(c1)cc(C)c1nn(CC(=O)NC3CCCC3)c(=O)n12,-0.6,-5,2,0.0
CC(Oc1cccc(Cl)c1)C(=O)O/N=C(\N)c1ccccn1 (stereo not drawn),-0.6,9,-36,0.7
COC(=O)c1ccc(OCCCOc2ccc(C=O)cc2OC)cc1,-1.3,17,13,0.2
CCOC(=O)C1(CCCc2ccccc2)CCN(C(=O)/C=C/c2cnn(C)c2)CC1,-0.4,-7,-22,0.0
C=CCN(CC=C)C(=O)CC1C(=O)NCCN1Cc1cccc(OC)c1OC (stereo not drawn),0.3,-10,-4,-0.1
CCc1cccc(N(C(=O)c2csnn2)C(C(=O)NC(C)(C)C)c2cccnc2)c1 (stereo not drawn),-0.3,-2,8,-0.2
CCOC(=O)c1ccc(N=c2oc3ccccc3cc2C(=O)Nc2ccccc2Cl)cc1,0.6,4,-6,0.1
CC(C)(C)CC(=O)Nc1ccc(I)cc1,0.4,0,-19,1.2
CCOc1ccc2nc(NC(=O)c3ccc4c(c3)OCCO4)sc2c1,0.2,2,-40,0.0
CC(C)N(Cc1ccccc1)C(=O)c1ccccc1,0.3,3,-2,-0.1
COc1ccccc1N1CCN(CCC(=O)Nc2ccc3c(c2)OCO3)CC1,-0.3,9,3,-0.1

# (list continues)
SMILES,GPR151 activ,MITF inh,TEAD-YAP inh,FBW7 activator
CCCNC(=O)c1cncc(-c2cccs2)c1,0.1,11,-9,0.0
CC(C)(C)CN1CCNC(=O)C1CC(=O)NCc1ccc(N2CCCC2=O)cc1 (stereo not drawn),0.0,-5,4,0.0
CCOc1ccc(C)cc1S(=O)(=O)NCc1ccco1,2.3,8,7,0.3
COc1ccc(NC(=O)c2cc3nc(-c4ccc(Cl)cc4)cc(C(F)(F)F)n3n2)cc1OC,-0.8,-7,3,-0.2
CSc1ccc(/C=C/C(=O)OCc2c(C)noc2C)cc1,2.1,0,2,-0.1
CCc1[nH]nc2c1C1(C(=O)N(C)c3ccccc31)C(C#N)=C(N)O2 (stereo not drawn),0.2,11,6,0.1
CCOC(=O)CN1C(=O)S/C(=C/c2cc(Br)cc(OC)c2O)C1=O,-1.6,5,7,0.2
COc1cc(/C=N/n2nnnc2N)cc(Cl)c1O,0.3,9,9,0.0
CCN(CC)CCn1c2c(c(SCC(=O)Nc3ccccc3F)nc1=O)CCCC2,0.5,-5,-8,-0.1
Cc1c(C(=O)Nc2ccc(F)cc2Cl)sc2ncnc(N(C)c3ccccc3)c12,0.1,7,-2,-0.1
COc1ccccc1N(Cc1nnc2n1CCCCC2)C(=O)Nc1cccc(Cl)c1,-0.8,20,-6,0.2
Cc1ccc(NC(=O)c2nnn(Cc3ccccc3)c2N)c(Br)c1,-1.2,7,2,0.1
CN1CCOCCOCCOCCN(C)C1=S,0.3,4,8,0.2
COCC(=O)NNC(=S)Nc1ccc([N+](=O)[O-])cc1OC,-2.1,5,0,-0.2
COc1ccccc1CCC(=O)NC(C)c1ccccc1 (stereo not drawn),-1.5,6,-2,0.1
O=C(NNc1ccc([N+](=O)[O-])cc1)c1ccc(Br)cc1,0.4,-1,5,0.5
CCOc1cc(/C=N/NC(=O)CNc2ccc(C)cc2)cc(Br)c1O,-0.1,2,-10,-0.2
